# HRP interference: HRP/luminol detection interference without ALR, dose response, artefact control for ALR inhibitor project, biochemical, luminescence, no ALR or DTT; activity change, negative = inhibition, % at the top dose, mostly 10 µM; hits show AC50 in µM; HRP/H2O2 luminol luminescence counterscreen, no ALR; actives 15% (n = 2,500);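 active means signal-lowering compounds whose fitted half-maximal concentration AC50 is no higher than ten times their top tested concentration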;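 further: 0% = median of neutral control wells and -100% = median of quercitin 100 µM wells; many of its hits are not listed in these tables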
# Numbers without * were called inactive. An excerpt; count on the stated rates, not on these rows.
SMILES,HRP interference
Cc1ccc(Sc2ccc(C=C3C(=O)N(C)C(=O)N(C)C3=O)o2)cc1,-0.4%

# Screening data: PubChem BioAssay, Broad Institute
